From PubChem BioAssay
BLM helicase inh – Bloom syndrome helicase (human) inhibition; P54132; recombinant BLM DNA unwinding, fluorescence dequenching; Potency, µM (top dose mostly 56.1 µM), for inactives: at the highest dose activity change, negative = inhibition, most hits filed as inhibitors; hit rate 0.2% among 350,000;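 further: potency means the concentration at half of the fitted maximal effect; plate controls were vehicle for no effect and no enzyme for full effect; nearly all actives have a fitted effect of over 35% in size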
ERG Ets-DNA blk – blocks human ERG Ets domain binding to DNA; hit rate 0.028% among 370,000; fluorescence polarization, His-ERG Ets domain / labelled DNA; Potency, µM (highest dose often 76.9 µM), without a hit: at the highest dose FP activity, negative = inhibition, usual class: inhibitors; active means well fitted inhibition curve with a large enough effect in the polarisation, with a control signal flat; inconclusive means small, poorly fitted or top-dose-only effect, or effect the other way, or a change in a side signal; inactive means no such curve, though single readings can be large or run the other way; the % refers to the polarisation;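 further: polarization taken with two DNA probes labelled with fluorescein and Texas red; potency means the concentration at half of the fitted maximal effect; % of control where 0% means no effect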
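His-tagged ERG Ets domain (1 uM in the protein solution; 300mM KCl, 50mM Tris-HCl, 1mM EDTA, 1mM DTT, pH 7.5) received compound, then a probe mix of 5 nM fluorescein-DNA and 100nM Texas-615-DNA. Fluorescence polarization was read for both dyes.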
POLI inh – inhibitors of human DNA polymerase iota. Potency, µM (doses to about 115 µM), without a hit: at the highest dose activity, negative = inhibition, hits mostly inhibitors. AID 588590. Q9UNA4. hit rate 1% among 390,000. Pol iota fluorescent replication assay, 10 min; further: potency means the concentration at half of the fitted maximal effect
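Pol iota at 10 nM preincubated 15 min with compounds at room temperature; reaction started with fluorescent substrate, 50 nM final. Fluorescence read kinetically at 0 and 10 min; buffer-only wells as negative control.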
ALOX12 inh – inhibitors of human 12S-lipoxygenase ALOX12. purified 12hLO, xylenol orange hydroperoxide absorbance. Potency, µM (highest dose often 108 µM), inactives show at the highest dose activity change, negative = inhibition, actives largely listed as inhibitors. hit rate 1.1% among 580,000. AID 1671190; further: potency means the concentration at half of the fitted maximal effect; on the % scale 0 is the no-effect control and ±100 the full control effect
Target sequence (P18054 whole entry, looked up): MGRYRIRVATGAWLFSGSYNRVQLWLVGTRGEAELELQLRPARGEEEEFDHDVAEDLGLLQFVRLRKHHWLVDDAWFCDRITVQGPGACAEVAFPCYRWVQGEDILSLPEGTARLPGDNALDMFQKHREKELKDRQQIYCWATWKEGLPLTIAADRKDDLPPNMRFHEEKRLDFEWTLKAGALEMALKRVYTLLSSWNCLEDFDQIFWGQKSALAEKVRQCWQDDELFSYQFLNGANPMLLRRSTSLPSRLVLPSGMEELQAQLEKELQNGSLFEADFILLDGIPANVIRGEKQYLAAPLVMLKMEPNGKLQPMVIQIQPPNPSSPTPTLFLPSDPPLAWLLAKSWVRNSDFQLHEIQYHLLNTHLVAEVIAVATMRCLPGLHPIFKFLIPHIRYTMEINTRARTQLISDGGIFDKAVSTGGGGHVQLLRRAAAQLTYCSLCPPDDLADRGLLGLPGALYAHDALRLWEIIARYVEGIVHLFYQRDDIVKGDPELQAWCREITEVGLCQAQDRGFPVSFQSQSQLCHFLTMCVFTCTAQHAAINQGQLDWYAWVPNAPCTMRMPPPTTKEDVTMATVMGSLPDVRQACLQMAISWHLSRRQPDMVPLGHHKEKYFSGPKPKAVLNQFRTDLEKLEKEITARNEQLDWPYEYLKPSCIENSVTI
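Hydroperoxide product was detected by ferrous iron/xylenol orange as the 573 to 405 nm absorbance ratio. Arachidonic acid at 40 uM (final) was turned over for 30 min at room temperature by 150 nM human 12hLO, pH 7.0 Hepes buffer, after 15 min compound preincubation.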
Anesthetic bind – candidate novel general anesthetic via apoferritin binding; Potency, µM (series often up to 77.5 µM), inactives show at the top dose activity change, negative = displacement, hits mostly inhibitors; AID 485281; hit rate 0.074% among 350,000; P02791; apoferritin/1-aminoanthracene competitive binding, fluorescence; further: potency means the concentration at half of the fitted maximal effect; on the % scale 0 is the no-effect control and ±100 the full control effect; nearly all actives have a fitted effect of over 20% in size
Target sequence (P02791 2-175 limits assumed): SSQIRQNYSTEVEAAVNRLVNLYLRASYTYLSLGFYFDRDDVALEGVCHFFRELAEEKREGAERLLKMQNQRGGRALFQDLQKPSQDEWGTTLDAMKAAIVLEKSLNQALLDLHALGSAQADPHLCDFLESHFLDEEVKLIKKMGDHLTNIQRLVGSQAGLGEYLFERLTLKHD
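Probe: 1-aminoanthracene (50% saturated, PBS). Protein: horse-spleen apoferritin, 10 uM. Incubation: 10 min, room temperature. Detection: 380 nm excitation, 535 nm emission. Analysis: normalized response, four-parameter Hill.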
APEX1 inh – inhibitors of human APE1 endonuclease; hit rate 0.35% among 350,000; AID 2517; P27695; recombinant APE1, TAMRA/BHQ-2 abasic DNA cleavage fluorescence; Potency, µM (titrated, usually from 65.8 µM), for the others: top-dose activity change, negative = inhibition, actives largely listed as inhibitors;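 further: potency means the concentration at half of the fitted maximal effect; plate controls were vehicle for no effect and reference inhibitor for full effect; nearly all actives have a fitted effect of over 55% in size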
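Substrate: short duplex with […] THF abasic site, 5'-TAMRA and 3'-BHQ-2, 50 nM final. APE1 at 0.75 nM, preincubated 15 min RT with compound. Fluorescence increase from first to third read measured activity.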
TRHR agonist – TRH receptor (human) agonism | AID 493084 | P34981 | activation, % at 2 µM | TRHR cells, calcium flux fluo-8, FDSS agonist mode | hit rate 0.18% among 360,000; in the data active means activation above about 30%; further: 0% is about no effect
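TRHR-expressing cells, plated overnight in medium with 10% serum, were loaded with fluo-8 calcium dye at room temperature. After a 10 s baseline, library compound was pin-added and calcium release was recorded kinetically (ex 480/em 530) as agonist response.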
POLK inh – blocks human DNA polymerase kappa activity; Q9UBT6; purified Pol kappa, fluorescent DNA synthesis assay, 10 min; Potency, µM (highest dose often 107 µM), inactives show top-dose activity, negative = inhibition, hits mostly inhibitors; hit rate 0.53% among 400,000; AID 588579; further: potency means the concentration at half of the fitted maximal effect; on the % scale 0 is the no-effect control and ±100 the full control effect
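Inhibition of 10 nM Pol kappa is measured by a fluorescent read-out at 0 and 10 min following addition of 50 nM substrate (final), with a 15-min room-temperature compound preincubation.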
POLB inh – blocks human DNA polymerase beta activity; Pol beta primer extension/strand displacement, fluorescence kinetic; AID 485314; hit rate 1.3% among 340,000; P06746; Potency, µM (titrated, usually from 114 µM), without a hit: at the top dose activity change, negative = inhibition, actives largely listed as inhibitors; further: potency means the concentration at half of the fitted maximal effect; on the % scale 0 is the no-effect control and ±100 the full control effect
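Pol beta (10 nM) was preincubated with compound for 15 min at room temperature. The reaction was then started with 50 nM substrate and read immediately and after a further 10 min at room temperature.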
An asterisk follows results filed as active; i = inactive; ? = inconclusive; / = not tested or not shown; & = joins results of further samples; [ ] = dose if it differs, or a comment. Unless noted, the call rests on the fitted dose curve; in most records, active means well fitted curve in the direction sought with a large enough effect; inconclusive means small, poorly fitted or top-dose-only effect, or another doubt; inactive means no such curve, though single readings can be large; an effect the other way counts as inactive or inconclusive. Only part of the results is shown; rates above refer to the full screens.

SMILES	BLM helicase inh	ERG Ets-DNA blk	POLI inh	ALOX12 inh	Anesthetic bind	APEX1 inh	TRHR agonist	POLK inh	POLB inh
COC(=O)c1c(C)c2c(c(C)c1O)OC(=O)c1c(C)c(Cl)c(O)c(Cl)c1O2	-5%&0%	/	/	-9%	-11%	1%&-3%	/	2%[60.1 µM]	/
COCCCNC(=S)NNC(=O)c1csc2ccccc12	-3%	/	28%	-7%	-12%	2%	1.3	-5%	12%
CCCCn1c(SCn2nnc3ccccc3c2=O)nc2cc(S(N)(=O)=O)ccc21	-4%	/	31%[activator]	-30%	?	1%	-0.5	-8%	-3%
COc1cc(NC(=O)CSc2nc(-c3ccc(C)cc3)nc3c2Cc2ccccc2O3)cc(OC)c1	-6%	3%	64%[activator]	-10%	10%	/	0.7	4%	31%
CC(C)c1ccc(C(=O)Nc2cccc3cccnc23)cc1	-11%	-13%	9%	-24%	-5%	/	0.2	-7%	-3%
O=C(NCCN1CCOCC1)c1cc(-c2ccc(Cl)cc2Cl)on1	3%	8%	56%[activator]	-27%	2%	10%	-0.1	-10%	-1%
CC1CN(CC(O)COc2ccc(C#N)cc2)CCN1CC(O)COc1ccc(C#N)cc1 (configuration not stated)	1%	1%	89%[activator]	?	-5%	24%	1.4	-3%	29%
CC1CC(=O)Nc2ccccc2N1C(=O)CN1C(=O)C(=O)N(C)C1=O (configuration not stated)	/	0%	8%	-13%	/	3%	/	4%	/
COc1cc(OC)cc(-c2nn[nH]n2)c1	2%	-5%	144%[activator]	-11%	6%	14%	0.2	-5%	28%
CSc1ccc(S(=O)(=O)N2CCC(C(=O)N3CCc4ccccc4C3)CC2)cc1	-7%	-17%	-8%	-10%	-3%	53%[activator]	0.4	-7%	-14%
Cc1ccc(-n2c(=O)c3ccc(C(=O)NCc4ccco4)cc3n(Cc3cccc(Cl)c3)c2=O)cc1	-5%	-3%	-2%	-13%	0%	/	1.6	-3%	29%
O=C(CCS(=O)(=O)c1ccc(F)cc1)Nc1nnc(-c2ccco2)o1	/	-2%	9%	-3%	/	3%	0.0	-13%	/
C/C(Cc1ccccc1)=N\NC(=O)CNC(=O)/C=C\c1ccccc1	1%	-5%	4%	231%[activator]	?	1%	-0.7	-5%	6%
COc1ccc(-c2ccc(SCC(=O)NC3CCCCC3)nn2)cc1	-2%	5%	-8%	-14%	-9%	-1%	-0.8	-3%	-1%
CCOC(=O)N/N=C(/C)c1ccc(N2C(=O)C3CCCCC3C2=O)cc1 (configuration not stated)	-2%	2%	29%	-1%	?	2%	0.1	-3%	3%
COc1cccc(-c2ccnc3c(-c4ccccc4)c(C)nn23)c1	-9%	-1%	4%	-38%	7%	/	0.8	2%	-1%
Cc1onc(-c2ccccc2Cl)c1C(=O)N1CCN(C(=O)c2ccco2)CC1	1%	2%	1%	377%[activator]	-14%	-2%	0.2	-5%	10%
O=C(NC1CCCCC1)c1cc(-c2ccccn2)nc2ccccc12	-1%	12%	29%	-3%	-15%	-6%	0.2	-2%	82%
O=C(CSc1nnc(COc2ccccc2)o1)N1CCCC1	-2%	1%	32%	5%	-9%	41%	0.0	-16%	18%
CCOCCCNC(=O)C(NC(=O)c1ccccc1O)c1ccccc1 (configuration not stated)	1%	1%	48%[activator]	-1%	-1%	30%	-0.3	1%	-12%

By substructure: the entries above with an aryl methoxy group (4)
SMILES	BLM helicase inh	ERG Ets-DNA blk	POLI inh	ALOX12 inh	Anesthetic bind	APEX1 inh	TRHR agonist	POLK inh	POLB inh
COc1cc(NC(=O)CSc2nc(-c3ccc(C)cc3)nc3c2Cc2ccccc2O3)cc(OC)c1	-6%	3%	64%[activator]	-10%	10%	/	0.7	4%	31%
COc1cc(OC)cc(-c2nn[nH]n2)c1	2%	-5%	144%[activator]	-11%	6%	14%	0.2	-5%	28%
COc1ccc(-c2ccc(SCC(=O)NC3CCCCC3)nn2)cc1	-2%	5%	-8%	-14%	-9%	-1%	-0.8	-3%	-1%
COc1cccc(-c2ccnc3c(-c4ccccc4)c(C)nn23)c1	-9%	-1%	4%	-38%	7%	/	0.8	2%	-1%

Continued:
SMILES	BLM helicase inh	ERG Ets-DNA blk	POLI inh	ALOX12 inh	Anesthetic bind	APEX1 inh	TRHR agonist	POLK inh	POLB inh
O=C(CSc1nc2cc([N+](=O)[O-])ccc2n1-c1ccccc1)NCc1ccc2c(c1)OCO2	-14%	-2%	?	-25%	-17%	3%	-2.0	-18%	10µM*
C/C(=N\Nc1ccc(C(=O)O)cc1)c1ccc(S(=O)(=O)NCc2ccco2)cc1	-1%	-2%	-23%	18%	-14%	4%	0.4	5%	-2%
COc1ccc(CN(C(=O)CNC(=O)c2ccco2)C(C(=O)NCC2CCCO2)c2ccccc2)cc1 (configuration not stated)	-4%	12%	36%[activator]	-5%	7%	-2%	-0.4	-2%	67%
O=C(NCc1ccc(Cl)cc1)Nc1ccc(F)cc1	-1%	2%	18%	i	-1%	58%[activator]	0.5	2%	?
CCCn1c(N2CCN(C(=O)N3CCCCC3)CC2)nc2ccccc21	-2%	1%	?	?	-12%	-7%	-0.3	-20%	12%
COC(=O)c1c(C)[nH]c(C(=O)/C=C/c2ccccc2Cl)c1C	1%	-4%	-12%	1%	2%	4%	-0.4	-4%	2%
CC(Oc1ccc(F)cc1)C(=O)Nc1sc2c(c1C(=O)NCc1cccnc1)CCCC2 (configuration not stated)	-12%	3%	?	0%	-14%	-11%	0.1	3%	0%
FC(F)(F)C(Oc1nc(Nc2ccc(Cl)cc2)nc(N2CCOCC2)n1)C(F)(F)F	-2%	6%	-5%	333%[activator]	-7%	-3%	1.2	-5%	4%
Cc1cc(C(=O)OC2CCOC2=O)c2ccccc2n1 (configuration not stated)	-2%	/	?	21%	-8%	-1%	-2.5	-12%	-25%
COC(=O)N1CCC2(CCCN(C(=O)Nc3ccccc3)C2)CC1	2%	/	/	4%[57.4 µM]	/	17%	/	8%[60.1 µM]	/
CCOC(=O)N1CCc2c(sc3c2c(=O)n(-c2ccc(CC)cc2)c(=O)n3Cc2cccc(OC)c2)C1	1%	0%	?	0%	-1%	/	0.3	4%	17%
N#CC1=C(N)Oc2cc(N)ccc2C1c1ccc(Cl)cc1 (configuration not stated)	-7%	-1%	33%	25%	-8%	-17%	2.4	-7%	-6%
CCCCCCN=CC1=C(O)C(C(=O)OC)C(C)(C)CC1=O (configuration not stated)	2%	-3%	16%	0%	?	2%	0.4	-6%	-11%
CCOC(=O)c1cccc(NC(=O)CC2C(=O)N(c3ccc(F)cc3)C(=O)N2C(C)C)c1 (configuration not stated)	-5%	-3%	2%	?	-1%	/	-0.4	-2%	-1%
Cc1ccc(S(=O)(=O)N(C)CC(=O)Nc2nnc(CC(C)C)s2)cc1	-6%	-1%	0%	?	-12%	2%	-0.9	4%	26%
O=C(c1ccc(F)cc1)C(CN1CCOCC1)c1ccccc1 (configuration not stated)	-2%	/	?	-21%	?	2%	2.9	-16%	-15%
Cn1c(N)c(C(=O)/C=C/c2ccccc2)c(=O)[nH]c1=O	-6%	2%	117%[activator]	1%	-8%	0%	0.1	-14%	30%
Cc1ccc(CSc2nnc3[nH]c(=O)cc(C)n23)cc1	0%	3%	-5%	-13%	0%	/	0.1	-3%[60.1 µM]	-16%
CCCc1cc(=O)[nH]c(SCCOC(=O)c2ccccc2)n1	-3%	-3%	5%	-30%	-20%	16%	-3.5	-9%	3%
Nc1c(C(=O)Nc2cccc(F)c2)nnn1-c1ccc2c(c1)OCCO2	-5%	9%	8%	7%	0%	12%	1.8	9%	-22%
CCC(C)NC(=O)CCn1c(-c2ccccc2)cc(C(C)=O)c1C (configuration not stated)	2%	0%	6%	3%	-4%	0%	-0.2	-4%	22%
C=CC[C@@H](CC(=O)N[C@H](CO)Cc1ccccc1)C(=O)N[C@H](COC(=O)[C@H](CC=C)CC(=O)OC(C)(C)C)Cc1c[nH]c2ccccc12	/	2%	?	-3%	/	/	/	-19%	/
COc1ccc(CCCc2nnc(SCC(=O)Nc3cccc(C)c3)o2)cc1	-8%&-12%	4%	?	1%&-23%&1%	57%&-10%[activator]	-2%	-0.7&0.2	-10%&-4%	-6%&0%
Cn1cc(P(=O)(N2CCOCC2)N2CCOCC2)cc1P(=S)(N1CCOCC1)N1CCOCC1	0%	-7%	16%	-10%	-5%	-2%	-0.2	9%	11%
COc1cc2c(C(=O)O)c(C)n(CC(C)C)c2c2ccccc12	-3%	-1%	5%	1%	-3%	1%	0.1	-12%	?
COc1ccc(OC)c(NC(=O)CSc2nnc(-c3ccncc3)s2)c1	-5%	14%	12%	1%	-4%	-13%	0.0	-4%	2%
COCCNC(=O)CSc1nc(-c2ccccc2C)nc2c1c(=O)n(C)c(=O)n2C	0%	-3%	19%	0%	-7%	/	0.1	-4%[60.1 µM]	-2%
CCc1ccc2oc(-c3ccc(OC)cc3)cc(=Nc3cccc(C(=O)O)c3)c2c1	2%	-14%	81%[activator]	?	?	-2%	-0.8	-8%	0%
Cc1cnc(C(=O)NC(Cc2ccccc2)c2ccccc2)cn1 (configuration not stated)	-4%	2%	77%[activator]	-6%	5%	20%	-0.1	-18%	15%
CCOc1cc(N2CCOCC2)c(OCC)cc1NC(=O)CN1CCc2ccccc2C1	-5%	-5%	-9%	?	-11%	4%	0.1	-1%	6%
O=C1c2ccccc2C(=O)C12OC2c1ccc(Cl)cc1 (configuration not stated)	-8%	/	/	/	-8%	1%	0.5	/	-18%
O=C(Nc1cccc(Cl)c1)N1CCCCCC1	-1%	-5%	123%[activator]	12%	?	20%	0.5	-7%	1%
COc1ccccc1C(=O)N1CCN(S(=O)(=O)c2ccccc2)CC1	1%	0%	3%	2%	-11%	-5%	0.4	0%	0%
